Screening results (PubChem)
MazF activator: increases E. coli MazEF RNase cleavage of RNA | P0AE70 | FAM/BHQ RNA-DNA oligo cleavage fluorescence, 5 h | activation, % at 20 µM | actives 0.32% (n = 350,000) | AID 504720; in the data active = activation above about 50%
Target sequence (P0AE70 whole entry, looked up): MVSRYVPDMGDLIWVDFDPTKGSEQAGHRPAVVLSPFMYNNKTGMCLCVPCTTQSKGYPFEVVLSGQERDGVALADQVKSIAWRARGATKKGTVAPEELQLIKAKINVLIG
UGM FP inh: inhibitors of M. tuberculosis UDP-galactopyranose mutase; purified UGM, fluorescence polarization probe displacement; inhibition, % at 10 µM; AID 504406; P9WIQ1; actives 0.06% (n = 320,000); in the data active = inhibition above about 10%, passing the limit was not always enough
PriA SSB inh: K. pneumoniae PriA-SSBct interaction inhibition; AlphaScreen SSBct-PriA binding, biotinylated peptide; inhibition, % at 33 µM; AID 1272365; actives 0.6% (n = 430,000); in the data active = inhibition mostly above about 37%, no sharp cut-off; inactive = mostly below about 20%;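 also: plate controls were negative control peptide for no effect and reference peptide for full effect; strong numbers were not always called active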
SARS 3CLpro inh: SARS-CoV 3CLpro protease inhibition; P0C6X7; recombinant SARS-CoV 3CLpro, quenched FRET peptide cleavage; inhibition, % at 6 µM; actives 0.14% (n = 290,000); AID 1706; in the data active = inhibition above about 12%
BioA inh: BioA (M. tuberculosis) enzyme inhibition | purified M. tuberculosis BioA enzyme, plate reader | inhibition, % at 9.99 µM | actives 0.096% (n = 360,000); in the data active = inhibition above about 40%
DUSP3 inh: inhibitors of human VHR1 phosphatase (DUSP3). inhibition, % at 13.3 µM. P51452. recombinant VHR phosphatase, pNPP absorbance. actives 0.52% (n = 290,000). AID 1654; in the data active = inhibition above about 50%; also: some compounds called inactive have numbers as strong as hits
Target sequence (P51452 whole entry, looked up): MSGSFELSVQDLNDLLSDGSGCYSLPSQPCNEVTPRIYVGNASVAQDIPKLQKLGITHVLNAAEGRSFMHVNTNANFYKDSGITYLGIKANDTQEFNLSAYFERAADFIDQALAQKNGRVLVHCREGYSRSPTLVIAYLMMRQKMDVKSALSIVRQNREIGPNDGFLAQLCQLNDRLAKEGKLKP
FBA Mtb inh: inhibits M. tuberculosis FBA enzyme; inhibition, % at 1 µM; actives 2.3% (n = 360,000); purified M. tuberculosis FBA, fluorescence read-out; in the data active = inhibition above about 27%;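 also: 0% = vehicle and 100% = reference inhibitor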
Target sequence (P9WQA3 whole entry, looked up): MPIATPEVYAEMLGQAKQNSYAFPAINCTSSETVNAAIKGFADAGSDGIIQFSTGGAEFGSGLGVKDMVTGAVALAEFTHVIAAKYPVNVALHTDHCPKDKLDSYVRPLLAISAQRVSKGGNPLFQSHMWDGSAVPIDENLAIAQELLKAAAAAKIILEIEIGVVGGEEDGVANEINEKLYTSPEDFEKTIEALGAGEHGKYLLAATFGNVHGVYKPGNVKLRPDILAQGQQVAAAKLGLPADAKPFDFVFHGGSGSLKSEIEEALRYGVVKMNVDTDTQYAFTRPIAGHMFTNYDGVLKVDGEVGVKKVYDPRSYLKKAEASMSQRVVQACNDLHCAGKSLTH
Vc quorum ag: inducers of Vibrio cholerae quorum light production without autoinducers | V. cholerae BH1578 lux reporter, luminescence, 6 h | activation, % at 18.7 µM | actives 0.16% (n = 350,000) | AID 588436; in the data active = activation mostly above about 9.7%, no sharp cut-off; also: not every result past the cut was called active; inactives centre near 0; reference of the scale not given here
Rv3671c protease: Rv3671c (M. tuberculosis) protease inhibition; inhibition, % at 5.96 µM; actives 0.048% (n = 320,000); in the data active = inhibition above about 38%;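 also: extracellular domain of Rv3671c used as enzyme; 0% = enzyme with DMSO and 100% = no enzyme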
Target sequence (P9WHR9 whole entry, looked up, the tested form may be a part): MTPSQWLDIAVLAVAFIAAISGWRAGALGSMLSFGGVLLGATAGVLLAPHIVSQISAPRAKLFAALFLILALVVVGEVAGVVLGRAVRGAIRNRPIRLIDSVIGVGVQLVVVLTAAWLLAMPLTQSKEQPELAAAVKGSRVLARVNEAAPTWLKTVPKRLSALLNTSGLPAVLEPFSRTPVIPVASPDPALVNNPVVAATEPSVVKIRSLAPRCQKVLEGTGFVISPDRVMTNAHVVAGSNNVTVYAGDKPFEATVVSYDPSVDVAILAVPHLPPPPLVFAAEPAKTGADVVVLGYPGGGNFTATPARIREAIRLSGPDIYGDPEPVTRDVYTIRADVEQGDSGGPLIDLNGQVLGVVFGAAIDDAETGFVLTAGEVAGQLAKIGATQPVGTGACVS
GDH-TPI counter: counter-screen for M. tuberculosis FBA inhibitors: GDH-TPI coupled enzymes | GDH-TPI coupled enzyme counterscreen, NADH absorbance | inhibition, % at 4.8 µM | actives 1.2% (n = 360,000); in the data active = inhibition above about 30%;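 also: 0% = DMSO wells and 100% = wells lacking the enzyme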
* hit, by the source's call; i = inactive; nt = not tested or not shown. Only part of the results is shown, so the mix of outcomes need not match the whole.

Sample of the layout (four entries):
compound,MazF activator,UGM FP inh,PriA SSB inh,SARS 3CLpro inh,BioA inh,DUSP3 inh,FBA Mtb inh,Vc quorum ag,Rv3671c protease,GDH-TPI counter
COCCn1c(=S)[nH]c2cc(C(=O)NC(C)C)ccc2c1=O,-1,1.0,-21,3,1.8,0,-6,-0.1,5,0
COC(=O)c1ccccc1NC(=O)C1CCN(S(=O)(=O)c2cc(C)ccc2OC)CC1,1,-0.2,5,0,-1.4,26,8,-5.2,-1,8
O=C(c1ccc(F)cc1)N1CCC(C(=O)N2CCCc3ccccc32)CC1,-6,nt,nt,nt,0.3,nt,1,-0.5,nt,-3
CN(c1ccccc1)S(=O)(=O)c1ccc(Cl)c(C(=O)NCCc2c[nH]c3ccccc23)c1,-6,-3.6,7,3,nt,-1,3,1.9,7,8

The whole of this part, repeating the preview:
compound,MazF activator,UGM FP inh,PriA SSB inh,SARS 3CLpro inh,BioA inh,DUSP3 inh,FBA Mtb inh,Vc quorum ag,Rv3671c protease,GDH-TPI counter
COCCn1c(=S)[nH]c2cc(C(=O)NC(C)C)ccc2c1=O,-1,1.0,-21,3,1.8,0,-6,-0.1,5,0
COC(=O)c1ccccc1NC(=O)C1CCN(S(=O)(=O)c2cc(C)ccc2OC)CC1,1,-0.2,5,0,-1.4,26,8,-5.2,-1,8
O=C(c1ccc(F)cc1)N1CCC(C(=O)N2CCCc3ccccc32)CC1,-6,nt,nt,nt,0.3,nt,1,-0.5,nt,-3
CN(c1ccccc1)S(=O)(=O)c1ccc(Cl)c(C(=O)NCCc2c[nH]c3ccccc23)c1,-6,-3.6,7,3,nt,-1,3,1.9,7,8
CCCC(C(=O)NCC1CCCO1)N(Cc1ccccc1)C(=O)CNS(=O)(=O)c1ccccc1 (centres undefined),-4,-1.2,-5,3,-0.3,2,-1,0.5,-4,10
CC(O)[C@H]1CN=C(N)N1CCCCC1CCCCC1 (some centres undefined),4,-0.5,-6,nt,1.4,26,0,0.3,11,4
CCOC(=O)CN1C(=O)N[C@@H](CCc2ccccc2)[C@H](C(C)=O)[C@H]1C,-10,1.2,-17,nt,-0.9,nt,1,i,3,11
O=C(OCC(=O)c1ccc[nH]1)c1ccc2ccccc2n1,0,2.1,3,1,nt,11,-2,-0.3,-2,-3
CC12CCC(=O)N1C(C(=O)NCCN1C(=O)S/C(=C\c3ccc(OC(F)F)cc3)C1=O)CS2 (centres undefined),-8,-2.5,-2,nt,-0.3,nt,6,i,2,23
O=C1COc2ccc(C(=O)CSc3nnc(NCc4ccccc4)s3)cc2N1,-34,-1.1,5,-1,nt,15,-5,-0.3,-74,5
N#CCCN(C(=O)COC(=O)c1ccc(S(=O)(=O)N2CCCCCC2)cc1)c1ccccc1,6,1.6,-2,nt,0.7,nt,-2,-1.8,-9,9
CC(=O)Nc1cc(-c2cccc(F)c2)cn2c(-c3ccc(F)cc3)cnc12,nt,nt,nt,nt,-1.1,nt,5,0.4,nt,3
O=C(O)CCc1nc2cc3ccccc3cc2[nH]1,-7,0.6,-7,0,nt,18,-4,-0.5,-1,-2
COCCn1c(SCC(=O)Nc2nnc(C)s2)nnc1-c1cc2ccccc2cc1O,11,-2.3,-6,-3,4.2,27,4,-3.1,1,-8
Cn1c(=O)[nH]c(=O)c2c1nc(CN1CCOCC1)n2CCCc1ccccc1,6,-0.9,-22,1,1.0,2,-3,0.2,-3,1
CC(Sc1nc2c(c(=O)[nH]1)CCCC2)C(=O)Nc1ccc(S(N)(=O)=O)cc1 (centres undefined),6,-1.0,1,-4,0.5,-7,2,-0.3,12,6
COC(=O)c1ccccc1N1CCS(=O)(=O)CC1,-1,-1.5,-7,2,nt,48,1,-0.4,5,-1
O=C(O)CCC(=O)Nc1ccc(N2CCCCCC2)cc1,-5,-2.2,-1,-1,-2.1,21,4,i,-9,3
Cc1cc(C)cc(NC(=O)Nn2cnnc2)c1,1,-4.4,10,-4,-0.9,19,-4,i,nt,-1
Cc1cc(=O)[nH]c2c(C)cc(S(=O)(=O)Nc3ccc(O)cc3)cc12,10,-0.1,-19,5,-1.3,35,-3,i,-8,0
CC1Cc2ccccc2N1C(=S)NC(=O)c1ccc(Cl)cc1Cl (centres undefined),2,-1.6,7,-2,-0.5,45,-7,-0.6,-3,13
CS(=O)(=O)N1CCC(C(=O)Nc2cc(Cl)c(Cl)cc2Cl)CC1,2,0.6,-13,2,-1.8,9,-6,i,4,-4
CC1O[C@@H](OC2C(O)C(C)O[C@H](OC(=O)[C@]34CCC(C)(C)C[C@H]3C3=CCC5[C@@]6(C)CC(O)C(O[C@@H]7OC(CO)C(O)[C@@H](O)[C@@H]7O)[C@@](C)(C(=O)O)C6CC[C@@]5(C)[C@]3(CO)CC4)C2O[C@H]2OC(C)[C@@H](O[C@@H]3OCC(O[C@@H]4OC(CO)C(O)[C@H](O)C4O)[C@@H](O)[C@@H]3O)[C@H](O)C2O)C(O)C(O)C1O (some centres undefined),0,4.9,2,nt,-1.6,nt,-1,i,1,-13
CCOC(=O)c1ccc(NC(=O)C2(c3ccc(OC)cc3)CCCC2)cc1,7,-2.5,-20,-4,-1.2,10,-1,1.3,-13,7
Nc1nc(C2CC2)c(Sc2sc(N)nc2C2CC2)s1,9,0.6,-5,-1,0.8,33,1,i,-7,3
CCC(Oc1ccccc1)C(=O)N1CCN(CC)CC1 (centres undefined),2,0.6,-6,-5,1.2,24,-4,-0.2,-1,3
CC(C)Cn1c(-c2ccc(Cl)cc2)cnc1SCC(=O)N1CCOCC1,-3,-1.8,13,2,0.9,30,2,2.0,-1,13
O=C(CNC(=O)OCc1ccccc1)NC1CCCCCC1,7,0.7,3,-1,-0.6,53*,2,i,-6,-2
CC(C)CCN1NC2(CCCC(C)C2)NC1=S (centres undefined),-2,1.4,1,-4,-1.4,9,1,i,5,-8
CS(=O)(=O)N(CC(=O)N1CCc2ccccc2C1)c1cccc(Br)c1,2,-0.1,-6,nt,1.2,nt,1,i,-1,17
NC(=O)C1CCN(c2nc(-c3ccc4occc(=O)c4c3)cs2)CC1,6,-0.5,-4,nt,0.3,nt,-1,i,1,-12
c1ccc(CC2CCN(c3ncnc4sccc34)CC2)cc1,-15,nt,-9,1,nt,5,-1,-0.9,nt,-4
CCCc1[nH]nc2c1C(c1cccnc1)C(C#N)=C(N)O2 (centres undefined),4,0.4,-14,-2,-0.9,1,-2,-0.2,-1,2
NC(Cc1ccc(C(F)(F)F)cc1)c1csc(Nc2ccc(C(=O)NCc3ccco3)cn2)n1 (centres undefined),nt,nt,nt,nt,-0.2,nt,1,-0.4,nt,13
Cc1ccc(OCC(=O)Nc2ccc(O)c(-c3nc4ccccc4o3)c2)cc1,-11,-2.4,7,1,-1.6,18,0,-0.6,-5,12
O=C(CCc1ccccc1)NC(=S)Nc1cccc(Br)c1,-9,-1.9,-14,1,-0.7,-8,-1,-0.4,-14,-5
CCCNC(=O)Nc1ccc2c(c1)nc(C)n2C,5,3.9,-7,-1,-2.2,28,0,11,-13,-3
Cc1[nH]c(=O)[nH]c(=O)c1NC(=O)c1ccccc1[N+](=O)[O-],4,nt,nt,nt,nt,nt,-2,i,nt,-2
CC(C)CC1NC(=O)N(CC(=O)N2CCN(S(=O)(=O)c3ccccc3)CC2)C1=O (centres undefined),-3,-0.2,-9,1,nt,17,2,i,-3,3
O=C(NCC1COc2ccccc2O1)c1cccc(S(=O)(=O)N2CCOCC2)c1 (centres undefined),4,3.9,-5,nt,0.5,nt,-2,-5.9,-7,-2
COc1cc(NC(=O)C(C)Oc2ccccc2)cc(OC)c1 (centres undefined),-2,0.1,-28,-9,-0.2,33,2,nt,1,-13
O=C(O)c1ccccc1-c1ccc([N+](=O)[O-])cc1Cl,-2,nt,nt,nt,nt,nt,0,-2.9,nt,17
O=C(NC1CCCC1)c1cc(S(=O)(=O)N2CCCC2)ccc1Cl,1,2.6,-6,1,-1.2,9,3,i,-6,-6
C[C@@H]1CCC2[C@](C)(CO)[C@@H](O)CC[C@]2(C)[C@@]12C[C@](CO)(CC(=O)O)CO2 (some centres undefined),2,0.3,-1,-4,-0.7,-5,3,i,3,-3
CN1CCN(C2=C(Cl)C(=O)C(c3cnc(N4CCCCC4)s3)=C(Cl)C2=O)CC1,-5,-1.6,0,-7,0.5,18,5,i,-7,14
Cc1ccc(F)cc1C(=O)N1CCCC(c2cc(C(=O)Nc3ccccc3Cl)no2)C1 (centres undefined),nt,nt,nt,nt,-0.9,nt,0,i,nt,12
Cc1c2cnn(CC(=O)N3CCN(c4ncccn4)CC3)c(=O)c2c(C)n1Cc1ccc(F)cc1,nt,0.2,nt,3,nt,24,nt,nt,2,nt
Cc1ccc(C(=O)Nn2cnnc2)cc1Cl,4,-1.0,-13,0,-0.9,-3,-1,-0.6,-1,7
COC(=O)c1ccn(C(=O)c2ccc(Cl)cc2)n1,-2,0.5,-8,1,0.2,14,27,i,1,-4
CCc1cc(=O)oc2cc(C)cc(OC(C)C(=O)NCCCN3CCOCC3)c12 (centres undefined),13,-0.1,1,-3,-0.9,21,59*,-0.2,-4,4
O=C(CC(=O)c1ccccn1)c1ccccc1,7,nt,-13,nt,nt,nt,-4,nt,nt,29
O=C(Nc1ccccc1)NC1CC2CCC(C1)N2 (centres undefined),8,0.6,-4,3,2.0,-5,-1,-0.4,6,-3
CCc1nnc(NC(=O)CSc2ccc(-c3nc4ccccc4[nH]3)cn2)s1,11,-0.5,-8,-4,-1.8,38,7,-0.5,-58,20
CCN(CC)C(=O)C1=C(C)N(Cc2ccc(C(C)(C)C)cc2)C(=O)C(CC(=O)NCCc2ccccn2)C1 (centres undefined),7,nt,nt,nt,3.0,nt,3,-0.2,nt,-9
O=C(NCCCN1CCC(Cc2ccccc2)CC1)C1CCN(S(=O)(=O)N2CCC3(CC2)OCCO3)CC1,7,-2.1,-7,-2,nt,6,2,0.1,-1,-2
COc1ccc(CCNCc2c(OC)ccc3ccccc23)cc1OC,3,0.0,2,-8,-0.5,nt,0,0.6,-9,-4
O=C(CCCOc1ccccc1)NC(=S)Nc1ccccc1,1,1.3,0,1,-2.9,-8,5,-0.6,-5,5
COc1ccc(C(=O)NNC(=O)CSc2nnc(C3CC3)n2C)cc1,4,2.1,1,-4,0.0,45,-1,-0.6,2,-1
NS(=O)(=O)c1ccc(CCNC(=O)c2ccc(S(=O)(=O)N3CCCCC3)cc2)cc1,5,5.4,1,4,-0.6,24,-6,i,-2,-4
CC1(C)CC2(CC(c3ccccc3)Oc3cc(O)ccc32)NC(=S)N1 (centres undefined),6,-1.5,18,8,-0.1,4,-1,i,4,0

(list continues)
compound,MazF activator,UGM FP inh,PriA SSB inh,SARS 3CLpro inh,BioA inh,DUSP3 inh,FBA Mtb inh,Vc quorum ag,Rv3671c protease,GDH-TPI counter
CCOC(=O)C(=CNc1ccc(OC)cc1[N+](=O)[O-])C(=O)OCC,0,-1.1,0,1,-1.2,2,0,i,8,3
Cc1ccc2nc(SCC(=O)N(C)C3CCS(=O)(=O)C3)[nH]c2c1 (centres undefined),-4,-0.3,10,nt,0.4,nt,1,1.2,-2,-5
CC(C(=O)NC1CCCCCC1)N(c1ccccc1)S(C)(=O)=O (centres undefined),9,-1.8,-6,-4,-0.3,10,1,i,4,0
CCOC(=O)c1ccc(S(=O)(=O)Nc2cc(S(=O)(=O)Nc3ccc(OC)cc3)ccc2O)cc1,3,4.5,10,nt,0.3,nt,-1,i,-5,5
CC1NC(=O)NC(=O)C1Br (centres undefined),0,nt,-16,nt,-2.3,nt,-3,i,nt,-4
O=C(NCc1cn2ccccc2n1)C1CCC(=O)N(Cc2ccccc2F)C1 (centres undefined),9,1.5,-6,4,-0.8,-3,15,-0.3,-4,1
COc1ccc(NC(=O)c2ccco2)cc1NC(=O)c1ccco1,-3,-0.9,-3,-2,0.7,13,-1,nt,-6,2
